High-throughput results deposited in PubChem by National Center for Advancing Translational Sciences (NCATS).
TGFb SMAD3 inh = qHTS for Inhibitors of TGF-b; HepG2 CAGA-GFP TGF-b/SMAD3 reporter, GFP fluorescence, 18 h; TGF-beta stimulated, 500 pg/mL final; Potency, µM (highest dose often 46.1 µM), for the others: top-dose activity, negative = inhibition, most hits filed as inhibitors; 410,000 tested, 1.2% active; AID 588855, 2011; further: potency means the concentration at half of the fitted maximal effect; on the % scale 0 is the no-effect control and ±100 the full control effect; nearly all actives have a fitted effect of over 65% in size
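Inhibition of TGF-beta-driven CAGA-GFP reporter expression in HEPG2 cells is measured by cellular GFP fluorescence after 18 h stimulation with 500 pg/mL recombinant TGF-beta in 1% FBS medium at 37 degrees C.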
Nrf2 block = Nrf2 qHTS screen for inhibitors. 360,000 tested, 2.1% active. Potency, µM (top dose mostly 46 µM), for the others: at the highest dose activity change, negative = inhibition, hits mostly inhibitors. A549 ARE-Fluc reporter, luciferase luminescence, 18-24 h; further: potency means the concentration at half of the fitted maximal effect; on the % scale 0 is the no-effect control and ±100 the full control effect; nearly all actives have a fitted effect of over 60% in size
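Concentration-response testing used A549 ARE_Fluc cells at 5000 cells/well. Following an 18-24 h compound incubation, viability was read by fluorescence (Ex 405/Em 525) and luciferase output by luminescence.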
Nrf2 ARE act = qHTS of Nrf2 Activators; AREc32 ARE-luciferase reporter (MCF7-derived line), luminescence, 24 h; Potency, µM (series often up to 46.1 µM), without a hit: at the top dose activation, actives largely listed as activators; 410,000 tested, 0.31% active; AID 624171, 2012; further: potency means the concentration at half of the fitted maximal effect; % of control where 0% means no effect; nearly all actives have a fitted effect of over 65% in size
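Nrf2 activation is followed as ARE-luciferase induction in the AREc32 line after one day of compound treatment; luminescence is read with Steady-Glo.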
A549 tox = Nrf2 qHTS screen for inhibitors: counterscreen for cytotoxicity; AID 504648, 2011; Potency, µM (series often up to 46 µM), for inactives: at the highest dose activity change, negative = cytotoxicity, most hits filed as inhibitors; A549 ARE-Fluc cells, CellTiter-Fluor viability, 18-24 h; 390,000 tested, 0.16% active; further: potency means the concentration at half of the fitted maximal effect; on the % scale 0 is the no-effect control and ±100 the full control effect
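Cytotoxicity counterscreen: CellTiter-Fluor fluorescence was measured in A549 ARE_Fluc cells after 18-24 h of compound exposure in a concentration series. The subsequent BugLite luminescent read reports ARE-luciferase activity.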
ATXN2 expr inh = Primary qHTS for Inhibitors of ATXN expression; HEK-293 ATXN2-luciferase reporter, luminescence, 24 h; Potency, µM (highest dose often 57 µM), inactives show at the top dose activity change, negative = inhibition, usual class: inhibitors; 360,000 tested, 0.72% active; AID 1745845, 2022; further: potency means the concentration at half of the fitted maximal effect; on the % scale 0 is the no-effect control and ±100 the full control effect; nearly all actives have a fitted effect of over 55% in size
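qHTS (up to 57 uM final) was run with 24 h compound exposure of reporter cells at 37 °C. Each well was multiplexed: SteadyGlo luminescence measured ATXN2-luciferase expression after a fluorogenic Gly-Phe-AFC viability readout (25 uM final).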
IL1B secr inh = qHTS for Inhibitors of Inflammasome Signaling: IL-1-beta AlphaLISA Primary Screen; THP-1 LPS/ATP IL-1B secretion, AlphaLISA, 16 h; stronger effect = lower value; activity change, % at 57.5 µM; 360,000 tested, 4.7% active; AID 743279, 2014; in the data active means activity change below about -50%; inconclusive means mostly about -30% to -49%; further: on the % scale 0 is the no-effect control and ±100 the full control effect
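Secreted IL-1B measured by AlphaLISA bead assay after 16 h compound exposure of THP-1 cells; compounds (final up to 57.5 uM) added 1 h before LPS (250 ng/mL) and ATP (1.25 mM) stimulation; lower signal means less secretion.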
HepG2 viability = qHTS for Inhibitors of TGF-b: Cytotox Counterscreen | HepG2 CAGA-GFP viability, ATP luminescence, 18 h | Potency, µM (doses to about 46.1 µM), for inactives: at the top dose activity change, negative = cytotoxicity, most hits filed as cytotoxic | AID 588856, 2011 | 410,000 tested, 0.76% active; further: potency means the concentration at half of the fitted maximal effect; some results filed as inactive show a strong effect at the top dose
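CellTiter-Glo luminescence gave cytotoxicity after 18 hours at 37 degrees C. The cells were HepG2 CAGA-GFP in 1% FBS DMEM, stimulated with 500 pg/mL TGF-beta after compound addition. %Activity was normalised to no-cell wells (complete cell-killing) and DMSO (no toxicity), and curves were fitted and classified.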
S2 tox = Viability Counterscreen for Primary qHTS for Inhibitors of ATXN expression | S2 cells (HEK-293 line with an ATXN2-luciferase reporter) viability, CellTiter-Fluor protease fluorescence, 24 h | Potency, µM (top dose mostly 56.7 µM), hits mostly cytotoxic | 400,000 tested, 0.49% active | AID 651635, 2014; further: potency means the concentration at half of the fitted maximal effect; nearly all actives have a fitted effect of over 40% in size
MCF10A rereplic = A quantitative high throughput screen for small molecules that induce DNA re-replication in MCF 10a normal breast cells. MCF 10A DNA re-replication, Hoechst nuclear intensity, 48 h. Potency, µM (highest dose often 46.1 µM), for inactives: at the highest dose activity, positive = re-replication, hits mostly activators. 350,000 tested, 2.9% active; further: potency means the concentration at half of the fitted maximal effect; % of control where 0% means no effect; nearly all actives have a fitted effect of over 50% in size
Starred values were filed as active, the others as inactive; [ ] = dose if it differs, or a comment. Unless noted, the call rests on the fitted dose curve; in most records, active means well fitted curve in the direction sought with a large enough effect; inconclusive means small, poorly fitted or top-dose-only effect, or another doubt; inactive means no such curve, though single readings can be large; an effect the other way counts as inactive or inconclusive. Rows were taken by chance (roughly 8.8% active in at least one column).

For CCc1c(C)sc2c1CCN(Cc1ccccc1F)C2c1ccccc1 (stereo unspecified) the results were TGFb SMAD3 inh inconclusive, Nrf2 ARE act -2.6%, A549 tox inconclusive, ATXN2 expr inh 0%, HepG2 viability -42% and S2 tox inconclusive.
`COc1ccc(C(=O)Nc2ccccc2C(=O)Nc2cc(C)ccn2)cc1` gave TGFb SMAD3 inh -1%, Nrf2 block inconclusive, Nrf2 ARE act 5.1%, A549 tox -18%, ATXN2 expr inh 42%[activator], IL1B secr inh -23, HepG2 viability -50%, S2 tox inactive and MCF10A rereplic inconclusive.
Screening O=C(O)C1=CCNCC1 returned TGFb SMAD3 inh 5%, Nrf2 block 2%, Nrf2 ARE act -0.3%, A549 tox 0%, ATXN2 expr inh 5%, IL1B secr inh -14, HepG2 viability 0%, S2 tox inactive and MCF10A rereplic 9%.
COc1cc(NC(=O)CC(C)S(=O)(=O)c2cc3c4c(c2)CCN4C(=O)CC3)cc(OC)c1 (stereo unspecified) was read as TGFb SMAD3 inh -12%, Nrf2 block inconclusive, Nrf2 ARE act -0.1%, A549 tox 4%, ATXN2 expr inh 6%, HepG2 viability -15% and S2 tox inactive.
COc1cccc(NC(=O)c2ccccc2OCc2c(C)noc2C)c1 was read as TGFb SMAD3 inh -8%, Nrf2 block 3%, Nrf2 ARE act 2.4%, A549 tox -12%, ATXN2 expr inh 0%, IL1B secr inh -1, HepG2 viability 3%, S2 tox inconclusive and MCF10A rereplic 1%.
Screening CCn1c(CNC(=O)c2ccc(OC)cc2)nnc1SCC(=O)Nc1cc(C)ccc1C returned TGFb SMAD3 inh inconclusive, Nrf2 block inconclusive, Nrf2 ARE act -0.6%, A549 tox inconclusive, ATXN2 expr inh 7%, HepG2 viability -6% and S2 tox inactive.
`CC(CCc1ccccc1)NC(=O)CSc1cccc[n+]1[O-]` (stereo unspecified) gave TGFb SMAD3 inh 1%, Nrf2 block -1%, Nrf2 ARE act -0.7%, A549 tox 9%, ATXN2 expr inh -20%, IL1B secr inh -1, HepG2 viability 0%, S2 tox inactive and MCF10A rereplic -45%[inhibitor].
`CCC(C)[C@H](NC(=O)N1CCC(C)CC1)C(=O)OC` (stereo partly specified) gave TGFb SMAD3 inh -23%, Nrf2 block 8%, Nrf2 ARE act -0.2%, A549 tox -9%, ATXN2 expr inh -16%, HepG2 viability -32%, S2 tox inactive and MCF10A rereplic 1%.
`c1cc2c(cc1C1=NNC(=NC3CC3)SC1)OCCO2` gave TGFb SMAD3 inh inconclusive, Nrf2 block 2.3µM*, Nrf2 ARE act -3.5%, A549 tox 3%, IL1B secr inh -22, HepG2 viability -78%, S2 tox inconclusive and MCF10A rereplic inconclusive.
For CC(C)c1ccc(Nc2c([N+](=O)[O-])c(=O)n(C)c3ccccc23)cc1 the results were TGFb SMAD3 inh 17%, Nrf2 block inconclusive, Nrf2 ARE act 2.9%, A549 tox -8%, ATXN2 expr inh -4%, IL1B secr inh -66*, HepG2 viability -18%, S2 tox inconclusive and MCF10A rereplic 7%.
For O=C(OCc1cn(-c2ccc(Cl)cc2)nn1)c1ccccc1 the results were TGFb SMAD3 inh -15%, Nrf2 block -7%, Nrf2 ARE act 3.6%, A549 tox 1%, ATXN2 expr inh -4%, IL1B secr inh 56, HepG2 viability -15%, S2 tox inactive and MCF10A rereplic 13%.
Cc1nc(SC2C=CS(=O)(=O)C2)n[nH]1 (stereo unspecified) was read as TGFb SMAD3 inh -18%, Nrf2 block 11%, Nrf2 ARE act 0.4%, A549 tox -9%, ATXN2 expr inh 5%, IL1B secr inh -4, HepG2 viability 17%, S2 tox inactive and MCF10A rereplic -3%.
`CCNC(=S)N/N=C/c1ccc(OCc2ccc(C(=O)OC)cc2)cc1` gave TGFb SMAD3 inh 2%, Nrf2 block 9%, Nrf2 ARE act 0.0%, A549 tox -3%, ATXN2 expr inh -15%, IL1B secr inh 5, HepG2 viability 8%, S2 tox inconclusive and MCF10A rereplic 3%.
Screening Cc1c(C(=O)N2CCC(C)CC2)c(S(=O)(=O)N2CCN(c3ccc(Cl)cc3)CC2)c(C)n1C returned TGFb SMAD3 inh -14%, Nrf2 ARE act 3.6%, A549 tox 2% and HepG2 viability -2%.
For Fc1ccccc1CSc1nnc(-c2cnccn2)n1Cc1ccco1 the results were TGFb SMAD3 inh 3%, Nrf2 block 25%, Nrf2 ARE act 0.8%, A549 tox -4%, ATXN2 expr inh 53%[activator], IL1B secr inh inconclusive, HepG2 viability -1%, S2 tox inactive and MCF10A rereplic -59%[inhibitor].

Of the compounds above, two have fluorine:
For CCc1c(C)sc2c1CCN(Cc1ccccc1F)C2c1ccccc1 (stereo unspecified) the results were TGFb SMAD3 inh inconclusive, Nrf2 ARE act -2.6%, A549 tox inconclusive, ATXN2 expr inh 0%, HepG2 viability -42% and S2 tox inconclusive.
For Fc1ccccc1CSc1nnc(-c2cnccn2)n1Cc1ccco1 the results were TGFb SMAD3 inh 3%, Nrf2 block 25%, Nrf2 ARE act 0.8%, A549 tox -4%, ATXN2 expr inh 53%[activator], IL1B secr inh inconclusive, HepG2 viability -1%, S2 tox inactive and MCF10A rereplic -59%[inhibitor].

Carrying on.
`CC(C)(C)c1cnnn1-c1ccc(NC(=O)c2ccc(Br)o2)cc1` gave TGFb SMAD3 inh 23%, Nrf2 block 0%, Nrf2 ARE act -0.5%, A549 tox 15%, ATXN2 expr inh 3%, IL1B secr inh 13, HepG2 viability -11%, S2 tox inactive and MCF10A rereplic -2%.
Screening Cc1ccc(CNc2ccc(N3CCN(C)CC3=O)cc2)cc1 returned TGFb SMAD3 inh 0%, Nrf2 block 9%, Nrf2 ARE act -0.8%, A549 tox 5%, ATXN2 expr inh 3%, HepG2 viability -9%, S2 tox inactive and MCF10A rereplic 0%.
COc1ccc(/C=C(\NC(=O)c2ccc(OC)c(OC)c2)C(=O)NCCc2c[nH]c3ccccc23)cc1 was read as TGFb SMAD3 inh -11%, Nrf2 block 0%, Nrf2 ARE act -0.7%, A549 tox 14%, ATXN2 expr inh -6%, IL1B secr inh -11, HepG2 viability -8%, S2 tox inactive and MCF10A rereplic 1%.
For Cc1cccc(-c2nc(Nc3cccc(O)c3)c3ccccc3n2)c1 the results were TGFb SMAD3 inh inconclusive, Nrf2 block 2%, Nrf2 ARE act -0.7%, A549 tox 4%, ATXN2 expr inh -27%, IL1B secr inh 0, HepG2 viability -77%, S2 tox inactive and MCF10A rereplic 21µM*.
`COCC(=O)Nc1nnc(SCC(=O)N2CCCCC2)s1` gave TGFb SMAD3 inh 29%, Nrf2 block 3%, Nrf2 ARE act -0.3%, A549 tox 1%, ATXN2 expr inh -1%, IL1B secr inh 11, HepG2 viability 17%, S2 tox inactive and MCF10A rereplic -37%.
`O=C(NCc1ccc2c(c1)OCO2)c1sccc1Br` gave TGFb SMAD3 inh -11%, Nrf2 block 18%, Nrf2 ARE act 3.3%, A549 tox -2%, ATXN2 expr inh 15%, IL1B secr inh -14, HepG2 viability -6%, S2 tox inactive and MCF10A rereplic 1%.
For Cn1c(=O)n(C)c2cc(NC(=O)CCc3ccccc3)c(Br)cc21 the results were TGFb SMAD3 inh 1%, Nrf2 block 18%, Nrf2 ARE act 2.7%, A549 tox 5%, ATXN2 expr inh 17%, IL1B secr inh 0, HepG2 viability -15%, S2 tox inactive and MCF10A rereplic inconclusive.
Screening O=c1c(-c2ccnn2-c2cccc(Cl)c2)cnc2n1CCS2 returned TGFb SMAD3 inh 4%, Nrf2 block inconclusive, Nrf2 ARE act -0.1%, A549 tox 2%, ATXN2 expr inh 15%, IL1B secr inh 10, HepG2 viability 0%, S2 tox inactive and MCF10A rereplic inconclusive.
For Cc1cc(C)cc(NC(=O)CSc2oc(-c3ccccc3)nc2S(=O)(=O)c2ccc(Cl)cc2)c1 the results were TGFb SMAD3 inh 5%, Nrf2 block 5%[9.27 µM], Nrf2 ARE act 2.4%, A549 tox 0%, ATXN2 expr inh 12%, HepG2 viability -1% and S2 tox inactive.
For Nn1c(SCc2ccccc2F)nnc1-c1ccccn1 the results were TGFb SMAD3 inh 5%, Nrf2 block inconclusive, Nrf2 ARE act 0.1%, A549 tox 2%, ATXN2 expr inh 10%, IL1B secr inh -23, HepG2 viability -4%, S2 tox inactive and MCF10A rereplic 0%.
O=C(NC(=O)c1ccccc1F)Nc1nc(-c2cccs2)cc(C(F)(F)F)n1 was read as TGFb SMAD3 inh -24%, Nrf2 block inconclusive, Nrf2 ARE act 3.5%, A549 tox inconclusive, ATXN2 expr inh -22%, IL1B secr inh 25, HepG2 viability -10%, S2 tox inactive and MCF10A rereplic 9%.
OC1(C#CCCN2CCCCC2)c2ccccc2-c2ccccc21 was read as TGFb SMAD3 inh -2%, Nrf2 block 4%, Nrf2 ARE act -0.6%, A549 tox -2%, ATXN2 expr inh -15%, IL1B secr inh 2, HepG2 viability -16%, S2 tox inactive and MCF10A rereplic -1%.
`CCN1CCN(C(c2ccc(SC)cc2)c2c(O)cc(C)n(CCOC)c2=O)CC1` (stereo unspecified) gave TGFb SMAD3 inh 8%, Nrf2 ARE act 2.1%, A549 tox 16% and HepG2 viability -1%.
For N#CC1=C2SCN(c3ccc(F)cc3)CN2C(=O)CC1c1cccc(F)c1 (stereo unspecified) the results were TGFb SMAD3 inh 0%, Nrf2 block 7%, Nrf2 ARE act -0.4%, A549 tox 0%, ATXN2 expr inh -2%, IL1B secr inh 10, HepG2 viability -46%, S2 tox inactive and MCF10A rereplic -13%.
